Source: PubChem BioAssay
TNAP inh noacc: blocks human TNAP activity with no phosphate acceptor present | purified TNAP, CDP-star luminescence, 30 min | inhibition, % at 20 µM | 200,000 tested, 0.26% active | AID 1012;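 active = tissue-nonspecific alkaline phosphatase inhibition above about 50% at 20 µM in the single-dose screen, limit read from the data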;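 also: 0% = DMSO negative control and 100% = EDTA positive control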
NF-kB neuron act: raises NF-kB expression in human neuronal cells; fold change at 12.5 µM; NF-kB reporter expression; stronger effect = higher value; 190,000 tested, 1.6% active; in the data active = fold change above about 3.3
TNAP inh hi DEA: TNAP (human) inhibition, high acceptor; P05186; purified TNAP, CDP-star luminescence, 1 M DEA; inhibition, % at 20 µM; 200,000 tested, 0.03% active; AID 1135;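 active = over 50% inhibition of tissue-nonspecific alkaline phosphatase at 20 µM in the single-dose screen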;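 also: plate controls were DMSO wells for no effect and EDTA-quenched wells as full inhibition for full effect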
PMI activator: increases human mannose-6-phosphate isomerase activity; P34949; purified human PMI, coupled resazurin fluorescence, 20 min; stronger effect = higher value; 1 = vehicle control, 0 substrate-free wells; activation factor at 20 µM; 190,000 tested, 0.005% active;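 active = activation factor of 2 or more at 20 µM, relative to plate controls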
Target sequence (P34949 whole entry, looked up): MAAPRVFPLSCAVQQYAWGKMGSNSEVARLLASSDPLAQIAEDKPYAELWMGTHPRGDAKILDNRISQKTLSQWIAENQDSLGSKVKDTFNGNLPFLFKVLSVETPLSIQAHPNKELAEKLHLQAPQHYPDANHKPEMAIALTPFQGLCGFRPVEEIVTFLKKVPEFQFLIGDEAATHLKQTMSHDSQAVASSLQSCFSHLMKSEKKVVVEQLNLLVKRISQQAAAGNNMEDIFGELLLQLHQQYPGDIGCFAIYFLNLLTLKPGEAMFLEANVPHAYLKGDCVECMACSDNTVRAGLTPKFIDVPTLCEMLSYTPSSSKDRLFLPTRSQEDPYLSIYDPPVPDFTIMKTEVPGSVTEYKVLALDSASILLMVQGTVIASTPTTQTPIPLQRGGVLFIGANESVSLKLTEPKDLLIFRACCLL
PMI act hi M6P: activators of human phosphomannose isomerase at near-saturating mannose 6-phosphate; P34949; activation factor at 20 µM; coupled PMI enzyme assay, resazurin fluorescence, 20 min; stronger effect = higher value; 1 = untreated enzyme, 0 = substrate-free blank; 190,000 tested, 0.34% active;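 active = activation factor of 2 or more at 20 µM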
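Test system – human PMI in coupled enzyme assay · Timing – 20 min incubation at room temperature · Detection – Diaphorase-driven resazurin-to-resorufin fluorescence, excitation 544, emission 590 nm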
FLuc inh counter: counter-screen for luciferase assay inhibitors: firefly luciferase inhibition; ATPLite firefly luciferase biochemical luminescence, 10 min; inhibition, % at 10 µM; 200,000 tested, 1.5% active; AID 1006;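 active = inhibition above about 50% when tested at 10 µM, limit read from the data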
Target sequence (P08659 whole entry, looked up): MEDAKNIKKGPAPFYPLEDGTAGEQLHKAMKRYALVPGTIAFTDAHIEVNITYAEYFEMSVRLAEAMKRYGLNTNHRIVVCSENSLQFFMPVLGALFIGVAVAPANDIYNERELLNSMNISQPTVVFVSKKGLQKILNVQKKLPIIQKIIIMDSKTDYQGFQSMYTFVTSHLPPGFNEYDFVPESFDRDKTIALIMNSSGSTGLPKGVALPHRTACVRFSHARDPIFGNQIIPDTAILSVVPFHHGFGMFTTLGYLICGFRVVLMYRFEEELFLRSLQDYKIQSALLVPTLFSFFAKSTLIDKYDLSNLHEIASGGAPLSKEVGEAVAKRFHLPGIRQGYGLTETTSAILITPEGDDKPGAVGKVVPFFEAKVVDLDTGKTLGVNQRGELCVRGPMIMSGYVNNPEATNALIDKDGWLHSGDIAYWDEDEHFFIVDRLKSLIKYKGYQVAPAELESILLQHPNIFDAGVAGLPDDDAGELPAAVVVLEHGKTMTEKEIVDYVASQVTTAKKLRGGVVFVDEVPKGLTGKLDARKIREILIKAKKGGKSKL
APP 5'UTR act: activates APP 5'UTR luciferase reporter; activation, % at 2 µM; 190,000 tested, 1% active; AID 1276; SH-SY5Y APP 5'UTR luciferase reporter, luminescence; zero percent = DMSO vehicle wells;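 active = activation above a set limit, based on mean plus 3 SD of controls, cut at about 140% in these data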; also: values of inactives mirror those of a sister screen read the other way
FLuc stim CS: affects firefly luciferase, flagging false hits in luciferase stimulation screens. 200,000 tested, under 10 active. activation factor at 10 µM. ATPlite luciferase biochemical, luminescence, 10 min; 0 = ATP-free wells, 1 = DMSO control;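 active = luciferase activation factor, scaled between plate controls, of at least 2 with compound at 10 µM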
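Assay system: Luciferase/luciferin reagent mix; Medium: PBS as buffer for the ATP substrate; Dosing: test compounds dosed from 2 mM stocks in 100% DMSO; Times: 10 min, room temperature; Signal: luminescence from luciferase reaction; Read-out: luciferase activation; Controls: No-ATP low control, compound-free enzyme-plus-ATP high control.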
bIAP act: increases bovine intestinal alkaline phosphatase activity. purified bovine IAP, CDP-star luminescence, 30 min; stronger effect = higher value; fold of DMSO-control signal, blank-subtracted. activation factor at 20 µM. 200,000 tested, 0.17% active;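 active = activation factor of 2 or more at 20 µM, a signal rise over negative controls twice the positive control's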
TNAP act hiacc: increases human TNAP activity under high phosphate acceptor concentration; activation factor at 20 µM; P05186; purified TNAP, CDP-star luminescence, 1 M DEA, 30 min; stronger effect = higher value; 0 = EDTA background, 1 = DMSO-only activity; 200,000 tested, under 10 active; AID 1136;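 active = activation factor at least 2 at 20 µM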
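Measured by: Luminescent substrate turnover signal | Test system: Human TNAP | Input: TNAP 1/800 final | Dosing: 20 µM single point | Schedule: 30 min, room temperature | Controls: EDTA wells as negative control, DMSO wells as positive control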
Active calls of the source: *; / = no result given.

SMILES	TNAP inh noacc	NF-kB neuron act	TNAP inh hi DEA	PMI activator	PMI act hi M6P	FLuc inh counter	APP 5'UTR act	FLuc stim CS	bIAP act	TNAP act hiacc
Cc1ccc(-c2noc(CSc3nnc(-c4ccccc4)n3C)n2)cc1	-12	1.1	-6	1	1	3	5	1	0.9	1.1
Cc1ccc(C(=O)O)cc1S(=O)(=O)N1CCC(C(=O)O)CC1	-10	0.98	-2	0.9	0.9	-8	-4	1.1	1	1
CCN(CCNC(=O)C1CCN(Cc2nc(-c3cccc(Cl)c3)oc2C)CC1)c1ccccc1	-37	0.62	-23	0.9	0.9	-5	12	1	2.9*	1.2
COC(=O)Cn1nc(-c2ccc(C)c(S(=O)(=O)N(C)C)c2)c2ccccc2c1=O	-16	1.3	-8	1	1	-6	-1	1.1	1	1.1
CC(C(=O)NC1CCCc2ccccc21)N1CCN(c2ccc(F)cc2)CC1 (stereo not given)	-6	0.99	-1	0.9	1	-8	-2	1.1	0.8	1
COc1ccc(OCC(=O)NCc2cccnc2)cc1	-15	1.1	0	0.9	0.9	-5	-25	1	0.8	1
Clc1ccc2[nH]c3c(c2c1)CCc1cn[nH]c1-3	-11	1.2	13	0.9	0.9	-2	-7	1	1	0.9
O=C(C1COc2ccccc2O1)N1CCN(Cc2ccc3c(c2)OCO3)CC1 (stereo not given)	-18	1	-5	1.1	1	-9	-1	1.1	0.9	1
O=C(CCC(=O)Nc1ccc(F)cc1)N/N=C/c1ccccc1O	-83	1.3	1	1.1	1.1	-2	-15	1	1.3	1
CN(C1CCCCC1)S(=O)(=O)c1ccc(NC(=O)C2CCCCC2)cc1	-14	0.59	-2	1	1	0	-6	1	0.9	1
O=C(Nc1ccccc1N1CCOCC1)c1ccccc1NS(=O)(=O)c1ccc(F)c(F)c1	-23	0.63	-6	1	1	-6	-13	1.1	0.9	1.1
COc1ccc(NC(=O)C(CCCCNC(=O)OC(C)(C)C)NC(=O)OCc2ccccc2)cc1 (stereo not given)	-18	1.3	-3	0.8	1	-5	-5	1	0.9	1
O=C(CSc1nc2ccccc2n1CCc1ccccc1)NC1CCS(=O)(=O)C1 (stereo not given)	2	1.3	8	1	1	-1	21	1	1	0.9
COc1ccc2[nH]c(=O)c(CN(Cc3cccs3)C(=S)Nc3cccc(C)c3)cc2c1	7	0.78	-2	1	0.9	-5	-13	1	0.9	1
CCn1cc(C(=O)NCc2ccccc2Cl)cn1	-11	1.4	-6	1	0.9	5	14	0.9	1.1	1.1
O=C(Nc1nnc(C2CC2)s1)C1Cc2ccccc2CN1C(=O)c1ccco1 (stereo not given)	-9	1.1	0	1.2	1.1	-3	-3	1	1	1
Cc1oc(=O)c(NC(=O)c2ccc(Cl)cc2)cc1C(=O)c1ccccc1	-5	1.2	-5	1.2	1.6	-2	-6	1	0.9	1
Cc1cc(Nc2nc(Cl)c(Cl)cc2Cl)n(-c2ccccc2)n1	-13	1.1	-3	0.9	0.9	-2	-16	1	0.9	1
COc1ccc(-c2nnc(SCC(=O)Nc3ccccc3OC)o2)cc1	-23	4.1*	-4	0.9	0.8	6	117	0.9	0.9	1
CC1(C)Cc2c(sc3c4nnnn4c4nnnn4c23)CO1	-5	2.3	0	1	0.9	0	-18	1	1	1
CCOc1ccc(CC(C(N)=O)C(N)=O)cc1	-8	1.2	-2	0.9	0.9	-6	24	1.1	1.4	1
COc1ccc(C(c2nnnn2Cc2ccccc2)N2CCN(c3nc4ccccc4s3)CC2)cc1OC (stereo not given)	-16	0.7	-5	1.3	1.5	0	-11	1	0.8	1
CC(=O)C1=C(c2ccccc2)NC(=O)NC1c1ccccc1OCC#N (stereo not given)	-7	1	-3	0.9	0.9	-4	11	1	0.9	1
CCOc1cc(C(=O)NC2=NCCS2)cc(OCC)c1OCC	5	1.2	0	1	1	-5	11	1.1	1.1	1
CCCC/C(=N\NC(=O)c1ccc(Br)o1)c1ccccc1	3	1.2	0	1	1	-9	9	1.1	1	1
O=C(c1ccc(Cl)c([N+](=O)[O-])c1)N1CCN(c2ccccc2)CC1	-3	1.3	-2	1	1	-3	8	1	1.1	1
CCCNC(=S)NC1CCCC1	-1	1.1	-1	0.9	0.9	-2	5	1	0.9	1
COC(=O)c1ccccc1OCCOCCOc1cccc2ccc(C)nc12	-3	0.89	-6	0.8	0.6	-1	4	1	1	1.1
COc1ccc(-c2cnc(SCC(=O)Nc3nc(C(C)(C)C)cs3)n2Cc2ccco2)cc1	-9	1.1	1	0.8	0.8	-6	7	1.1	0.9	1
O=C(Cc1ccccc1F)Nc1nc(-c2cccs2)cs1	-8	1.6	-3	0.8	0.9	11	17	0.9	0.7	1
O=C1/C(=C/c2cccnc2)SC(=S)N1CC1CCCO1 (stereo not given)	-22	1.5	0	0.9	0.8	2	-4	1	1.5	1
CCOC(=O)C1Cc2ccccc2CN1 (stereo not given)	-11	1.5	-1	1	1	-2	-9	1	1	1
COc1cc(OC)cc(C(=O)NCc2ccc3[nH]c(C)cc3c2)c1	-2	1.2	-2	0.9	0.8	-6	16	1.1	1.1	1
COc1ccc2oc(-c3ccccc3)c(C(N)=O)c2c1	-10	1.2	-4	0.9	0.9	3	-7	1	0.9	1
Cc1cccc(CC(=O)N2CCC(N3CCC(C(=O)N4CCOCC4)CC3)CC2)c1	-1	1	-4	1	1	-11	6	1.1	1	1
O=C(N/C(C(=O)N1CCOCC1)=C(\Sc1ncccn1)c1ccccc1)c1ccccc1	-7	0.46	-4	1	1	-6	5	1.1	0.8	1
COc1ccc(NC(=O)CCNC(=O)Cn2ccc3ccccc3c2=O)c(OC)c1	-9	1.3	0	0.9	1	-6	12	1.1	0.9	1
CCCCCCOc1ccc(C(=O)NCCCn2ccnc2)cc1	-4	0.78	-2	1	1.1	-7	20	1.1	2*	1
C=CCOC(=O)c1c(C)nc2cc3c(cc2c1C)OCO3	-8	1.9	-8	1.1	1.1	1	14	1	1	1.1
O=c1[nH]cnc2nc3n(c12)CCCCC3	-4	0.98	-6	0.9	1	-4	-9	1	0.9	1.1
CCn1c(O)c(C=NCc2cccs2)c(=O)n(CC)c1=S	-16	0.9	-5	0.9	0.9	-6	3	1.1	0.8	1.1
CCCc1[nH]nc2c1C(c1ccoc1)C(C#N)=C(N)O2 (stereo not given)	1	0.83	11	1.1	1.1	-7	-7	1.1	1	0.9
O=C(NCCC1=CCCCC1)C(=O)NCC(c1ccco1)N1CCN(c2ccccc2F)CC1 (stereo not given)	-20	0.9	0	0.9	1	-4	-17	1	1	1
COc1ccc(C(=O)OCC(=O)NC(=O)NC2CCCC2)c(O)c1	-4	1.1	-2	1	1	-4	-7	1	0.9	1
O=C(CSc1ccccc1)Nc1ccc(C(=O)Nc2ccc(O)cc2)cc1	4	1.1	-2	1	0.9	4	-2	1	0.8	1
CC1Cc2ccccc2N1C(=O)CSc1nnc(-c2ccc(S(=O)(=O)N3CCOCC3)cc2)n1C (stereo not given)	-17	0.79	1	1	1	-8	-3	1.1	0.8	1
Cc1ccc(C)c(-n2nnnc2SCC(=O)NNC(=O)c2ccco2)c1	-120	1.5	0	0.9	1	-10	14	1.1	1.1	1
COc1ccccc1OC(=O)CCN1c2ccccc2Sc2ccccc21	-1	1	-1	0.8	0.9	-10	-8	1.1	0.9	1
O=C(NC(=S)Nc1ccc2c(c1)OCCO2)c1ccccc1F	10	7.4*	-1	1	1	50*	159*	0.5	1	1
COc1ccc(OC)c(C(=O)CSc2nc3ncccc3[nH]2)c1	63*	0.79	-2	0.9	0.7	-2	-11	1	1.6	1
Cc1cc2cc3c(cc2nc1SCC(=O)OC(C)C)OCO3	-3	1	-7	0.9	0.9	-6	/	1.1	0.9	1.1
COC(=O)c1ccc(NC(=O)CN2CCN(c3ccccc3C)CC2)cc1	-7	0.99	-3	0.9	0.9	-6	9	1.1	1	1
CCOc1[nH]n(-c2ccc(Cl)cc2)c(=O)c1C=Nc1ccc(Cl)cc1	-5	1.1	-6	1	1	-8	-12	1.1	1	1.1
O=c1oc(-c2ccco2)nc2ccccc12	-9	1.1	0	1	1.1	3	-8	1	1	1
O=C(C1CCCN(S(=O)(=O)c2cccc3cccnc23)C1)N1CCc2ccccc21 (stereo not given)	-10	0.75	-4	1.1	1	0	9	1	1.1	1
C=C(C)CN(CC)C(=O)CCc1nnc(CCc2c[nH]c3ccccc23)o1	-2	0.97	-6	1	1.1	-6	-25	1.1	1.1	1.1
COc1ccc(CCC(=O)Nc2cc(Cl)ccc2N2CCN(C)CC2)cc1	-4	0.85	-1	0.9	0.9	-3	4	1	1	1
O=C(Nc1ccccc1F)Nc1ccccc1OC(F)F	-6	1.3	-5	1	1	-4	-3	1	1	1.1
C=CCn1c(-c2ccc(OC)c(OC)c2)n[nH]c1=S	1	1.3	-1	1.1	1.1	-4	10	1	0.9	1
CC(=O)Nc1cccc(NC(=O)c2c(-c3c(Cl)cccc3Cl)noc2C)c1	-9	0.98	-7	0.9	0.9	-2	14	1	1.1	1.1
COc1ccc(SCC(=O)Nc2ccc(N3CCN(C)CC3)c(F)c2)cc1	-4	1.4	-4	1.1	1.1	-4	25	1	1	1
CC1=C(C(=O)Nc2ccccc2C(F)(F)F)C(c2sccc2C)NC(=S)N1 (stereo not given)	-4	1.2	-2	0.9	0.9	3	-14	1	0.9	1
CCOC(=O)Nc1nc(-c2ccc(Cl)cc2Cl)cs1	-8	1.4	-4	0.9	0.9	-3	22	1	0.9	1

Sorted by heavy-atom count (low to high): part of the list above.
SMILES	TNAP inh noacc	NF-kB neuron act	TNAP inh hi DEA	PMI activator	PMI act hi M6P	FLuc inh counter	APP 5'UTR act	FLuc stim CS	bIAP act	TNAP act hiacc
O=c1oc(-c2ccco2)nc2ccccc12	-9	1.1	0	1	1.1	3	-8	1	1	1
CCOC(=O)Nc1nc(-c2ccc(Cl)cc2Cl)cs1	-8	1.4	-4	0.9	0.9	-3	22	1	0.9	1
O=C(Nc1ccccc1F)Nc1ccccc1OC(F)F	-6	1.3	-5	1	1	-4	-3	1	1	1.1
O=C(NC(=S)Nc1ccc2c(c1)OCCO2)c1ccccc1F	10	7.4*	-1	1	1	50*	159*	0.5	1	1
COC(=O)c1ccc(NC(=O)CN2CCN(c3ccccc3C)CC2)cc1	-7	0.99	-3	0.9	0.9	-6	9	1.1	1	1

Full records from above. Values in the order: TNAP inh noacc | NF-kB neuron act | TNAP inh hi DEA | PMI activator | PMI act hi M6P | FLuc inh counter | APP 5'UTR act | FLuc stim CS | bIAP act | TNAP act hiacc
Results for O=C(Nc1ccccc1F)Nc1ccccc1OC(F)F → -6 | 1.3 | -5 | 1 | 1 | -4 | -3 | 1 | 1 | 1.1
Results for C=CCn1c(-c2ccc(OC)c(OC)c2)n[nH]c1=S → 1 | 1.3 | -1 | 1.1 | 1.1 | -4 | 10 | 1 | 0.9 | 1
Results for CC1=C(C(=O)Nc2ccccc2C(F)(F)F)C(c2sccc2C)NC(=S)N1 (stereo not given) → -4 | 1.2 | -2 | 0.9 | 0.9 | 3 | -14 | 1 | 0.9 | 1
Results for COc1ccc(CCC(=O)Nc2cc(Cl)ccc2N2CCN(C)CC2)cc1 → -4 | 0.85 | -1 | 0.9 | 0.9 | -3 | 4 | 1 | 1 | 1
